High-throughput results from PubChem.
AmpC det inh – Promiscuous and Specific Inhibitors of AmpC Beta-Lactamase (assay with detergent). P00811. purified AmpC, nitrocefin hydrolysis with detergent. Potency, µM (highest dose often 28.7 µM), for inactives: top-dose activity change, negative = inhibition. actives 0.09% (n = 71,000); active means well fitted curve in the direction sought with a large enough effect
Target sequence (P00811 whole entry, looked up): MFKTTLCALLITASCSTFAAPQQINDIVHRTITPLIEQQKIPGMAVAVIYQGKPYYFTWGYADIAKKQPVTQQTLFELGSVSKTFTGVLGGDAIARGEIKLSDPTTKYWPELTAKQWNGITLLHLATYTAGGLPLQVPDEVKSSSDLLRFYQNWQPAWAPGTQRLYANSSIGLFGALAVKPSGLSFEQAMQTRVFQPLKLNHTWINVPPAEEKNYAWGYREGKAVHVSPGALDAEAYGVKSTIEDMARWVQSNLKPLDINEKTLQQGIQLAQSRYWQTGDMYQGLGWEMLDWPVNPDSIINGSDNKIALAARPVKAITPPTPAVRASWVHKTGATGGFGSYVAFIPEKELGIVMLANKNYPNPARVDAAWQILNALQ
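E. coli AmpC (5.3 nM) in 20 mM phosphate pH 7.0 with 0.01% Triton X-100, preincubated 15 min RT with compound; nitrocefin (2 uL of 800 uM stock) hydrolysis followed by 480 nm absorbance every 20 s over 4 min.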
Starred values were filed as active, the others as inactive; & = joins results of further samples; [ ] = dose if it differs, or a comment. On the % scale 0 is the no-effect control and ±100 the full control effect; potency means the concentration at half of the fitted maximal effect.

mol | AmpC det inh
COc1cc(O)c2c(O)c3c(c4c2c1[C@@]1(C4)C(C)=CCCC1(C)C)[C@H](O)[C@@]1(O)CC(=O)C(C(N)=O)=C(O)[C@]1(O)C3=O | -4.2%[5.75 µM]
O=C(CCCn1c(SCC(=O)c2ccc(Cl)cc2)nc2ccccc2c1=O)NCc1ccco1 | -0.8%
CCC(c1nnnn1C1CCCC1)N(Cc1cccs1)Cc1cc2cccc(C)c2[nH]c1=O (centres undefined) | -2.0%
COc1ccc(/C=N/n2c(SC)nnc2-c2ccccc2)c(OC)c1OC | -3.3%
CCOC(=O)c1cncc(NC(=O)c2ccccc2)c1 | -3.3%
CCOc1ccccc1CN1CCN(S(=O)(=O)CC)CC1 | -2.5%
N#Cc1cccc(C(c2nnnn2CCc2ccccc2)N2CCN(C3CCCCC3)CC2)c1 (centres undefined) | 12.5%
COc1ccccc1C1(O)CC2CCC(C1)N2S(=O)(=O)c1ccc(C(C)=O)cc1 (centres undefined) | 0.5%
Cc1cc(C(=O)COC(=O)c2csc3c2CCCC3)c(C)n1C | 10.5%
Cc1nn(Cc2ccccc2)c(C)c1NC(=O)c1cc2nc(-c3ccco3)cc(C(F)(F)F)n2n1 | 7.0%
COc1ccc(CCC(=O)Nc2ccc(-c3noc(-c4ccc(OC)c(OC)c4)n3)cc2)cc1 | -7.8%
N=C1C(c2ccc(Br)cc2)=C(O)C2CCc3ccccc3N12 (centres undefined) | 14.2%
C=C(C)Cn1c(C(C)NC(=O)CCC)nc2ccccc21 (centres undefined) | -1.2%
COc1ccccc1Cc1nc(-c2ccc(C)cc2)no1 | -4.1%
Cc1noc(C)c1C(=O)N1CCC2(CCCN(c3ccccn3)C2)CC1 | 0.9%
Cn1c(=O)n(CCc2ccccc2)c(=O)c2c1nc1n2CCCN1CCc1ccccc1 | 14.8%
CCOC(=O)c1ccc(CSc2nnc(-c3ccncc3)n2N)cc1 | -2.4%
COc1ccc(OC)c(S(=O)(=O)Nc2ccccc2C(=O)O)c1 | -4.7%
CCCn1nnnc1SCC(=O)NCc1ccc2c(c1)OCO2 | 10.2%
Cc1nnc(SCC(=O)N(C(C)C)C(C)C)nc1C | 11.9%
Cc1nnc(NC(=O)CSc2cn(CCNC(=O)c3ccccc3)c3ccccc23)s1 | 9.7%
COc1ccc(C(=O)Nc2c(F)c(F)c(F)c(F)c2F)c(OC)c1 | 4.5%
Cc1ccc2cc(C)c3nnc(SCC(=O)NCc4ccco4)n3c2c1 | -0.9%
O=C1Nc2ccc(S(=O)(=O)N3CCCC3)c3ccc(S(=O)(=O)N4CCCC4)c1c23 | -2.0%
CN1[C@@H]2CC[C@H]1CC(OC(c1ccccc1)c1ccccc1)C2 (some centres undefined) | -8.7%[5.75 µM]
COCCNC(=O)CS(=O)(=O)Cc1nc(-c2ccc(C)cc2)oc1C | 4.2%
CSC1=NCCN1C(=O)COc1ccc2ccccc2c1 | 5.2%
COc1ccc(NC(=O)CCCC(=O)OCC(F)(F)C(F)F)cc1 | 2.8%
O=C1c2ccccc2-c2onc3ccc(NCCCn4ccnc4)c1c23 | 0.0%
CCOc1ccc2nc(N3CCC(C(=O)Nc4nnc(CC)s4)CC3)sc2c1 | 10.4%
CCc1cc2c(=O)c(-c3cscn3)coc2cc1OC | -0.5%
CCOc1cc(C(=O)CSc2nnc(CNc3ccc(Cl)cc3)o2)ccc1NC(=O)CC | 11.5%
COc1ncc2ncc(=O)n(CCC#N)c2n1 | -3.8%
COc1cccc(NC(=O)CSc2nnc(CNC(=O)c3ccccc3)n2C)c1 | -1.3%
COCCn1c(C)cc(C(=O)CSc2ncn[nH]2)c1C | -5.4%
CCOC(=O)N1CCN(c2cc(C)c(C(C)=O)cc2F)CC1 | 7.3%
Cc1ccc(-n2cccc2C(=S)N=P(N(C)C)(N(C)C)N(C)C)cc1 | -0.3%
CC(C)(C)Sc1ccc(N)nc1 | -1.1%
COc1cc2c(C(=O)NCCCN3CCN(c4cccc(Cl)c4)CC3)cn(C)c(=O)c2cc1OC | -1.6%
O=C1/C(=C/Nc2ccc3c(c2)OCO3)CCc2ccccc21 | 3.6%
O=c1c(-c2cccc(F)c2)nc2cncnc2n1Cc1ccccc1 | -1.4%
O=S(=O)(c1ccc(Cl)cc1)c1ccc(Cl)cc1 | 10.2%&8.9%
CCC/C=C(\CCC)C(NC(=O)c1ccc(C(=O)OC)cc1)c1ccc(C(=O)OC)cc1 (centres undefined) | 4.7%
CCSc1ccccc1C(=O)N1CCN(Cc2ccc3c(c2)OCO3)CC1 | -2.9%
O=c1cc(-c2ccccc2)[nH]c2ccccc12 | -0.8%
O=C(NCC1CCCO1)C1CCC(CNS(=O)(=O)c2ccccc2)CC1 (centres undefined) | -3.2%
COc1ccc(-c2nc(=S)c3c(n2CCN2CCOCC2)CC(C)(C)OC3)cc1 | -4.0%
CCCS(=O)(=O)c1c(S(=O)(=O)CCC)c2cnccn2c1C(=O)c1ccc(F)cc1 | 0.5%
CCOC(=O)c1ccc(NC(=O)CN2CCN(CCN=CC3=C(O)CC(C)(C)CC3=O)CC2)cc1 | -4.6%
Cc1nc2sc(C)c(C)c2c(=O)[nH]1 | -0.9%
COc1ccc(N2C(=O)CC(N3CCC(C(N)=O)CC3)C2=O)cc1 (centres undefined) | -1.8%
O=c1c2cc3c(cc2[nH]c(=S)n1Cc1ccco1)OCO3 | -2.8%
COc1ccccc1-n1cnc2cc(NCc3ccco3)ccc21 | 0.5%
O=C(NCCN1CCN(C(=O)c2cccs2)CC1)c1cccs1 | -3.5%
COc1cccc(Cn2nnc(C(=O)Nc3ccc(C)cc3)c2N)c1 | 12.1%
COC(=O)c1oc2ccc(Br)cc2c1NC(=O)CCCN1C(=O)c2ccccc2C1=O | 7.8%
Cc1cccc2cc(CN(CCN3CCOCC3)C(=O)Nc3ccccc3F)c(=O)[nH]c12 | -2.3%
c1ccc(COc2nsnc2N2CCOCC2)cc1 | 24.5%
COc1cc(C2=NOC(C(=O)N3CCCCCC3)C2)cc(OC)c1OC (centres undefined) | -3.3%
COC(=O)C1Cc2c([nH]c3ccccc23)CN1 (centres undefined) | -8.1%

Other records
mol | AmpC det inh
CCCN1C(=O)c2cc(C(=O)O)ccc2C1O (centres undefined) | 2.5%
O=S(=O)(c1ccccc1)c1nc(-c2ccco2)oc1NCc1ccco1 | -8.2%
Cc1nc2sc(C(c3ccco3)N3CCN(c4ccc(F)cc4)CC3)c(O)n2n1 (centres undefined) | 10.7%
Cc1ccccc1-n1c(C)nnc1SCc1nc2ccccc2s1 | 0.4%
CC1=NNC(=S)NCCCN2CCN(CCCNC(=S)NN=C(C)C=NNC(=S)NCCCN3CCN(CCCNC(=S)NN=C1)CC3)CC2 | -1.6%[5.75 µM]
Cn1c(CCNC(=O)c2ccccc2)nc2ccccc21 | 1.3%
CCOC(=O)N1CCN(C(=O)C2CCC(CNS(=O)(=O)c3ccc(Cl)cc3)CC2)CC1 (centres undefined) | -4.1%
COCCn1c(C)cc2c(c1=O)C(c1ccccc1F)C(C#N)=C(N)O2 (centres undefined) | 14.4%
CN1[C@@H]2CC(OC(=O)[C@H](CO)c3ccccc3)C[C@@H]1[C@H]1O[C@H]12 (some centres undefined) | 0.8%
COC(=O)c1ccc(NC(=O)Cn2nnc3ccccc32)cc1 | -1.3%
c1ccc(-c2noc(-c3ccc4ccccc4c3)n2)nc1 | -4.7%
Cc1ccc2c3c(c(SCC(=O)Nc4nonc4C)nc2c1)CCCC3 | 2.5%
CC(C)(C)C(=O)/C=c1\[nH]c(=O)/c(=C\c2ccc(C#N)cc2)s1 | -1.8%
Cc1cccc(CNc2ncncc2-c2ccccc2C)c1 | 10.3%
CCc1cc2ccc(OC)cc2nc1SCC(=O)Nc1cc(C)on1 | -2.0%
CCc1nnc(NC(=O)c2ccc(S(=O)(=O)N(CC)Cc3ccccc3)cc2)o1 | -2.3%
Cn1c(=O)cc(SCC(=O)Nc2ccccn2)c2ccccc21 | -6.9%
C=CCN1C(=O)CN=C1Nc1cc(C)cc(C)c1 | 1.2%
COc1cccc(-c2csc3nnc(SCC(=O)c4ccc(NC(C)=O)cc4)n23)c1 | -5.9%
COc1ccc(OCC(=O)N2CCN(C(=O)COc3ccc(Br)cc3)CC2)cc1 | -0.4%
c1csc(Cn2c(-c3cccs3)nc3ccccc32)c1 | -2.7%
O=C(COC(=O)c1ccco1)NCC1CCCO1 (centres undefined) | -1.7%
Cc1onc(-c2ccccc2)c1C(=O)NC(C)C1CCCO1 (centres undefined) | -3.7%
CCCCOC(=O)C(C#N)c1nc2ccccc2nc1N1CCN(Cc2ccc3c(c2)OCO3)CC1 (centres undefined) | 1.5%
O=C(CCn1nnc2ccccc21)N1CCN(c2ccccc2)CC1 | 12.7%
O=C(Nc1ccon1)c1ccc(Br)o1 | -6.1%
O=C(NCc1cccnc1)C1CCCN(S(=O)(=O)c2ccc(Cl)cc2)C1 (centres undefined) | -4.0%
CCCn1c(SCC(=O)N2CCCc3ccccc32)nnc1-c1ccco1 | -2.7%
Cc1c(CNC(=O)c2cnn3c2NC(c2ccccc2)CC3C(F)(F)F)cnn1C (centres undefined) | -3.2%
CC1Cc2nc(SCC(N)=O)n(C)c(=O)c2S1 (centres undefined) | 2.0%
CCOC(=O)Cc1csc(NC(=O)c2cccs2)n1 | -2.4%
CCn1cc(C(=O)NCCCOC)c(=O)c2cc(S(=O)(=O)N(C)C)ccc21 | 12.7%
Cc1cc(C)cc(OCC(=O)Nc2cccc(-c3nc4ncccc4o3)c2)c1 | 6.9%
Clc1ccccc1-c1nc(NC2CCNCC2)c2ccccc2n1 | 7.4%
O=C(NCN1CCCCC1)c1cccnc1 | 9.6%
O=C(CN1C(=O)C2CC=CCC2C1=O)NC1=NCCS1 (centres undefined) | -1.0%
Nc1cc(Cl)ccc1Cl | 8.7%
CC(C)COc1ccc(-c2nnn(CC(=O)N3CCCC3)n2)cc1 | 6.6%
CCOc1cccc(C(=O)Nc2cccc(-c3nnc(-c4ccccc4)o3)c2)c1 | -2.2%
CCCn1c(C)nc2c(NCCOC)nc(C)nc21 | 13.1%

The final four records of the section before are carried over, then new ones follow:
mol | AmpC det inh
Nc1cc(Cl)ccc1Cl | 8.7%
CC(C)COc1ccc(-c2nnn(CC(=O)N3CCCC3)n2)cc1 | 6.6%
CCOc1cccc(C(=O)Nc2cccc(-c3nnc(-c4ccccc4)o3)c2)c1 | -2.2%
CCCn1c(C)nc2c(NCCOC)nc(C)nc21 | 13.1%
COc1ccc(-c2nc3cnc(Nc4cccc(OC)c4)nc3n(C[C@H]3CCCO3)c2=O)cc1 | 1.2%
CN(C)c1ccc(CN(C(=O)COc2ccc(Br)cc2)C2CCS(=O)(=O)C2)cc1 (centres undefined) | 1.2%
COc1ccccc1NC(=O)CCc1nc(-c2cccs2)no1 | -6.5%
CC(C)CNC(=O)c1ccccc1NC(=O)CN(c1ccc2c(c1)OCCO2)S(C)(=O)=O | -2.5%
Cc1ccc(-n2ncc3c(=O)n(CC(=O)NC4CCCC4)cnc32)cc1C | 10.5%
Cn1cnc2nc3n(c2c1=O)CCC3 | 11.9%
COc1ccc(NC(=O)CSc2nc3ccccc3c(=O)n2CCNC(C)=O)c(OC)c1 | -4.8%
CC1CC(C)CN(CCCNC(=O)Cn2ncc3c(=O)oc4ccccc4c32)C1 (centres undefined) | 9.2%
CCC(=Nc1ccc(OC)cc1OC)c1c(O)n(C)c(=O)n(C)c1=O | 0.3%
Cc1cccc(OCc2nnc(SCc3nc4cc(C(F)(F)F)ccc4c(=O)[nH]3)o2)c1 | 12.1%
c1ccc(-c2cccc(N3CC4(CCNCC4)C3)c2)cc1 | -0.1%
Cc1cccc(N2CCN(C(=O)CS(=O)(=O)Cc3nc(-c4ccccc4F)oc3C)CC2C)c1 (centres undefined) | 1.8%
CN(C)CCNS(=O)(=O)N(C)C | -2.7%[5.75 µM]
Cc1nc(CC(=O)N2CCN(S(=O)(=O)c3ccccc3C#N)CC2)cs1 | -1.0%
Cc1ccc(-n2c(SCC(=O)NCc3ccco3)nnc2-c2cccnc2)c(C)c1 | -3.2%
Cn1c(=O)n(C)c2cc(/C=N/n3cnnc3)ccc21 | -3.2%
CCCCC(=O)Nc1cccc(-c2cn3ccsc3n2)c1 | -2.4%
CN=C(NC#N)NCCSC[C@H]1N=CN=C1C | 0.3%[12.8 µM]
COc1ccc(OC)c(NC(=O)CSc2nc3cccnc3n2C)c1 | -4.1%
CC(c1ccccc1)C1C(C#N)=C(N)OC2=C1C(=O)CC(C)(C)C2 (centres undefined) | 2.7%
O=C(CN1C(=O)c2ccccc2C1=O)NCC1COc2ccccc2O1 (centres undefined) | -3.5%
Cc1ccc(S(=O)(=O)N2CCC(C(=O)N[C@H](C(=O)NCc3ccco3)C(C)C)CC2)cc1 | -3.6%
Cc1ccc(S(=O)(=O)c2cc3c(=O)n4cccc(C)c4nc3n(Cc3ccco3)c2=N)cc1C | -4.3%
COc1ccc(NS(=O)(=O)c2ccc(OCC(=O)N3CCCC3)cc2)cc1 | 13.1%
Cc1ccccc1NC1C=CS(=O)(=O)C1 (centres undefined) | 0.9%
CSc1nnc(Cn2c(=O)sc3ccccc32)n1C | 11.8%
CCN1CCN(Cc2ccc(OC(F)(F)F)cc2)CC1 | -0.5%
O=C(c1cc(C(F)(F)F)cc(C(F)(F)F)c1)N1CCC[C@@]2(CCN(c3ccccc3)C2)C1 | 1.8%
COc1ccc(-c2cc3nc(C)c(CCC(=O)NCc4ccco4)c(C)n3n2)c(OC)c1 | -1.4%

An excerpt (hit frequency here may not be typical).
